Assay outcomes (PubChem)
PKM2 act: qHTS Assay for Activators of Human Muscle isoform 2 Pyruvate Kinase | purified PKM2, Kinase-Glo ATP luminescence, activation; response scale: 0% is enzyme alone, no compound | Potency, µM (titrated, usually from 57.5 µM), for the others: at the highest dose activation, actives largely listed as activators | hit rate 0.34% among 260,000; note: potency is the fitted concentration of half-maximal effect; % is set by controls: 0 for no effect and ±100 for the full control effect; nearly all actives have a fitted effect of over 55% in size
Target sequence (P14618 whole entry, looked up, canonical isoform): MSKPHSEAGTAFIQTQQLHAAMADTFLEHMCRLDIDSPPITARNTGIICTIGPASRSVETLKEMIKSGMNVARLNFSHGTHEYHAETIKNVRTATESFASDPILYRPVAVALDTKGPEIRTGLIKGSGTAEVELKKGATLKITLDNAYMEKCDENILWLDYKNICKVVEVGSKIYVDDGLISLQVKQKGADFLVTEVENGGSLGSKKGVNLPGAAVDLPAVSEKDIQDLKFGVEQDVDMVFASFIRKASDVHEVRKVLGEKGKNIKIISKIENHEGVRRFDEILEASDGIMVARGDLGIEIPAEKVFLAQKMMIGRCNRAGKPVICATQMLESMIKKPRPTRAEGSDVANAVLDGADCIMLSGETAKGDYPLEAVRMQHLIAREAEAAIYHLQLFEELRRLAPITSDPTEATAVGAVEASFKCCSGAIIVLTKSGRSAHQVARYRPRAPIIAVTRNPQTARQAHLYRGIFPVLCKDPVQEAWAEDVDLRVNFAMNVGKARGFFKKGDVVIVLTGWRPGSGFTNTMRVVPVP
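ATP formation by purified human PK-M2, quantified via coupled luciferase luminescence after 1 h at room temperature with 0.1 mM ADP and 0.5 mM PEP final.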
p53 reactivation: qHTS assay for re-activators of p53 using a Luc reporter; H1299 p53-A138V BP100-luciferase reporter, luminescence, 24 h; hit rate 0.063% among 320,000; Potency, µM (doses to about 92.2 µM), for the others: at the top dose activity change, positive = activation, usual class: activators; note: potency is the fitted concentration of half-maximal effect; % of control where 0% means no effect; nearly all actives have a fitted effect of over 45% in size
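p53-null H1299 cells stably carrying temperature-sensitive p53-A138V and a BP100-luciferase reporter were pinned with compounds (4-point, 1:5 series) and held 24 hrs at 37 deg C. Luminescence was read 10 min after detection reagent.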
Gal4-VP16 FLuc: VP16 counterscreen qHTS for inhibitors of ROR gamma transcriptional activity; AID 2546, 2010; Drosophila S2 Gal4-VP16 UAS-luciferase, luminescence, 20 h; Potency, µM (top dose mostly 53.6 µM), without a hit: top-dose activity, negative = inhibition, usual class: inhibitors; hit rate 3.5% among 310,000;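 note: Gal4-VP16 expression switched on by copper sulfate through the metallothionein promoter; potency is the fitted concentration of half-maximal effect; % is set by controls: 0 for no effect and ±100 for the full control effect; nearly all actives have a fitted effect of over 50% in size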
RORgamma inh: qHTS for inhibitors of ROR gamma transcriptional activity; hit rate 5.4% among 310,000; Nuclear receptor ROR-gamma (Mus musculus), P51450; Potency, µM (titrated, usually from 53.6 µM), without a hit: at the top dose activity change, negative = inhibition, most hits filed as inhibitors; Drosophila S2 Gal4-RORgamma UAS-luciferase reporter, 20 h; AID 2551, 2010; note: potency is the fitted concentration of half-maximal effect; % is set by controls: 0 for no effect and ±100 for the full control effect; nearly all actives have a fitted effect of over 60% in size
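Stable Schneider cell line, Gal4 DNA-binding domain fused to ROR gamma, UAS-luciferase. Cmpd 1 hr RT → CuSO4 700 uM final → 20 hr RT → luciferase reagent 10 min → luminescence.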
ELG1 genotoxic: qHTS screen for small molecules that induce genotoxicity in human embryonic kidney (HEK293T) cells expressing luciferase-tagged ELG1. HEK293T ELG1-luciferase reporter, luminescence, 16 h. Potency, µM (titrated, usually from 46 µM), for inactives: at the top dose activity change, positive = activation, hits mostly activators. hit rate 1.3% among 330,000; note: potency is the fitted concentration of half-maximal effect; % of control where 0% means no effect; nearly all actives have a fitted effect of over 60% in size
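After overnight (16 hr) compound treatment at 37 °C, ELG1-luciferase HEK293T cells were lysed with ONE-Glo; luminescence quantified 30 min later at room temperature.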
NPC1 prom act: qHTS Assay for NPC1 Promoter Activators | Potency, µM (top dose mostly 9.22 µM), for inactives: at the highest dose activation, actives largely listed as activators | Huh7 NPC1 promoter luciferase reporter, 24 h | hit rate 2.4% among 320,000;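 note: potency is the fitted concentration of half-maximal effect; % of control where 0% means no effect; nearly all actives have a fitted effect of over 60% in size; reporter is driven by a mutant NPC1 promoter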
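Luminescence read-out of NPC1 promoter-driven luciferase in stably transfected Huh7 cells; compounds delivered in DMSO and left 24 h at 37C, 5% CO2, qHTS titration format.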
Menin-MLL TR inh: qHTS Assay for Inhibitors Targeting the Menin-MLL Interaction in MLL Related Leukemias: Competition With Texas Red Labeled MLL-derived Mutant Peptide; O00255; Menin + Texas Red MLL mutant peptide, fluorescence polarization; Potency, µM (top dose mostly 61.6 µM), for inactives: at the highest dose FP activity change, negative = inhibition, actives largely listed as inhibitors; hit rate 0.23% among 270,000; active = well fitted inhibition curve with a large enough effect in the polarisation, with a control signal flat, not every such curve was filed as active; inconclusive = small, poorly fitted or top-dose-only effect, or effect the other way, or a change in a side signal; inactive = no such curve, though single readings can be large or run the other way; the % refers to the polarisation; note: potency is the fitted concentration of half-maximal effect; % of control where 0% means no effect; many of its hits are not listed in these tables
Target sequence (O00255 whole entry, looked up): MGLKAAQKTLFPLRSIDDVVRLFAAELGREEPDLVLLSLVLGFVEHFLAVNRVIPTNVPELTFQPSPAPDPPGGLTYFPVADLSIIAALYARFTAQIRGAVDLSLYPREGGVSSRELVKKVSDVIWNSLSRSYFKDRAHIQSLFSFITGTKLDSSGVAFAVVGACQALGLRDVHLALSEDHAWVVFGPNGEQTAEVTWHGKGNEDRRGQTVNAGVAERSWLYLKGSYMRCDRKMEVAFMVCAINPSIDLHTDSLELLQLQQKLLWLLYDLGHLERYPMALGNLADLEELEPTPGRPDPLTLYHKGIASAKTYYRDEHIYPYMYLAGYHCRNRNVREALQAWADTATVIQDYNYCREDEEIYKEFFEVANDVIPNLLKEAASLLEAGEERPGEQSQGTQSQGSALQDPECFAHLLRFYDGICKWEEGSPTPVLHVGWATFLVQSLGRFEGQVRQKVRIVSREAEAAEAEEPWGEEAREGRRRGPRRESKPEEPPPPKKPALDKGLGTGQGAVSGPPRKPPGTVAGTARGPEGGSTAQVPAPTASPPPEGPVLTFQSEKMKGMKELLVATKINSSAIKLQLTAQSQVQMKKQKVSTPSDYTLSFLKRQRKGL
FLuc modulator: qHTS profiling assay for firefly luciferase inhibitor/activator using purifed enzyme and Km concentrations of substrates (counterscreen for miR-21 project); Luciferin 4-monooxygenase (Photinus pyralis), P08659; purified FLuc, Km substrates, luminescence inhibition; Potency, µM (titrated, usually from 57.5 µM), inactives show at the highest dose activity change, negative = inhibition, hits mostly inhibitors; hit rate 6.9% among 360,000; AID 588342, 2011;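 note: potency is the fitted concentration of half-maximal effect; plate controls were vehicle for no effect and reference inhibitor for full effect; nearly all actives have a fitted effect of over 55% in size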
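Biochemical qHTS of compounds, final roughly 60 µM downward over six points, against 10 nM purified firefly luciferase using Km concentrations of substrates (10 uM D-luciferin, 10 uM ATP) in Tris acetate pH 7.5 buffer; luminescence output.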
Rab9 prom act: qHTS Assay for Rab9 Promoter Activators. Huh7 Rab9 promoter-luciferase reporter, luminescence, 24 h. Potency, µM (series often up to 9.22 µM), without a hit: top-dose activation, negative = inhibition, most hits filed as activators. hit rate 2.8% among 320,000; note: potency is the fitted concentration of half-maximal effect; % of control where 0% means no effect; nearly all actives have a fitted effect of over 60% in size
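Huh7 cells stably carrying Rab9 promoter–luciferase reporter, plated 1500 cells/well, compound added after 2 h and incubated 24 h at 37 °C; luciferase luminescence then read after 10 min with detection reagent.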
BRCA1 expr act: qHTS Assay to Identify Small Molecule Activators of BRCA1 Expression. MCF7-BRCA1-FFLuc reporter, luminescence, 48 h; response scale: scaled: vehicle 0%, 10 µM genistein 100%. Potency, µM (series often up to 46.1 µM), for inactives: at the highest dose activation, hits mostly activators. hit rate 1.1% among 380,000. AID 624202, 2012; note: potency is the fitted concentration of half-maximal effect; nearly all actives have a fitted effect of over 80% in size; some results filed as inactive show a strong effect at the top dose
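MCF7 cells carrying a BRCA1-firefly luciferase reporter (2000 cells/well, phenol-red free MEM) were attached for 2 h at 37 °C, then given compounds for 48 h. Luminescence was read 15 min after luciferase reagent; activity normalized to genistein (10 microM) and DMSO.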
Giardia killer: Small Molecules that selectively kill Giardia lamblia: qHTS; Giardia lamblia trophozoite viability; activity change, % at 7.66 µM, hits read low; hit rate 0.15% among 340,000; AID 540267, 2011; in the data active = activity change below about -80%; inconclusive = between about -30% and that limit;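 note: parasites exposed to compound for two days anaerobically before the ATP read; % is set by controls: 0 for no effect and ±100 for the full control effect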
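Luminescent ATP signal served as the viability read-out, measured 15-30 min after adding ATP detection reagent to trophozoites that had been incubated with compounds for 48 hrs at 37 deg C anaerobically at 100 cells/well.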
The depositor's hits bear a star; ? = inconclusive; / = not tested or not shown; [ ] = another dose, or the depositor's remark. Unless noted, calls come from the whole dose curve; as a rule, active = well fitted curve in the direction sought with a large enough effect; inconclusive = small, poorly fitted or top-dose-only effect, or another doubt; inactive = no such curve, though single readings can be large; an effect the other way counts as inactive or inconclusive.

SMILES	PKM2 act	p53 reactivation	Gal4-VP16 FLuc	RORgamma inh	ELG1 genotoxic	NPC1 prom act	Menin-MLL TR inh	FLuc modulator	Rab9 prom act	BRCA1 expr act	Giardia killer
CCOc1ccc(/C=N/NC(=O)c2ccc(F)cc2)cc1CN1CC2CC(C1)c1cccc(=O)n1C2 (stereo not drawn)	/	-3.6%	/	/	0.3%	1.7%	/	-16.9%	-8.1%	-22.5%	20.5
COCCn1c(SCC(=O)c2ccc3c(c2)OCCO3)nnc1C(C)C	2.2%	8.2%	1.5%	4.4%	3.1%	2.2%	13.5%	5.0%	-5.1%	30.8%	-21.5
O=C(N/N=C/c1ccc2ncccc2c1)c1cccc([N+](=O)[O-])c1	-2.0%	27.5%	22.5%	-11.7%	1.8%	13.8%	11.7%	3.38µM*	13.7%	26.9%	2.6
CCc1cccc(CC)c1NC(=O)COc1ccccc1C(=O)c1cc(C#N)c(=O)n(C2CCCCC2)c1	-1.2%	-2.6%	-12.6%	0.7%	-0.1%	-2.2%	-4.5%	0.6%	-4.0%	-37.8%	1.0
CC1(C)CC(c2nc(-c3ccccc3)cs2)CCS1 (stereo not drawn)	9.1%	?	1.5%	-17.9%	8.8%	0.3%	-14.3%	?	-2.5%	23.0%	-5.7
COc1ccccc1CN1CC(C(=O)NCc2cccc(Cl)c2)CCC1=O (stereo not drawn)	/	2.6%	11.2%	24.5%	0.4%	2.5%	/	2.1%	2.4%	0.9%	7.7
COc1cccc(-n2cc(C(=O)O)c3ccccc3c2=O)c1	6.9%	1.4%	-0.5%	-16.1%	-2.0%	2.3%	22.9%	2.9%	-1.5%	14.0%	5.4
Clc1ccc(/C=N/Nc2ncnc3ccccc23)cc1Cl	-2.2%	?	3.55µM*	1.41µM*	?	?	?	8.49µM*	3.98µM*	-64.0%	23.8
COc1ccc2c(c1)c1nc3ccccc3nc1n2CCn1c(=O)oc2ccccc21	-2.7%	-4.6%	-10.2%	6.6%	-3.0%	-10.3%	-1.1%	-1.2%	-4.2%	-1.7%	2.1
Cc1ccc2c(c1)cc1c(=O)n(CC(=O)NCCCc3ccccc3)nc(C)n12	/	-4.9%	2.0%	?	12.5%	7.9%	/	0.5%	5.8%	-1.6%	15.2
COc1ccc(C(=O)NCCOc2ccccc2)cc1S(=O)(=O)N1CCOCC1	/	-0.8%	/	/	0.2%	-0.4%	/	4.2%	-7.2%	9.0%	-29.9
NC(=O)C1CCCN(CC(=O)N2CCN(c3ccccc3)CC2)C1 (stereo not drawn)	/	0.1%	4.7%	10.0%	0.8%	-12.8%	?	-0.3%	3.7%	26.4%	3.5
O=[N+]([O-])c1ccc(S(=O)(=O)NCCc2ccncc2)cc1	14.3%	11.5%	21.9%	-26.4%	-3.2%	-2.0%	-14.9%	0.5%	-0.3%	2.8%	3.7
Cc1ccc(-c2nn(CC(=O)NN3CCOCC3)c(=O)c3ccccc23)cc1	-5.1%	-4.4%	-15.0%	22.2%	-4.0%	-0.5%	/	0.2%	-7.2%	-15.2%	12.4
Cc1c(C(=O)Nn2cnnc2)oc2ccccc12	-12.1%	11.5%	-8.5%	1.4%	1.1%	1.3%	-4.9%	-0.5%	-3.3%	0.1%	-21.7
CC(=O)Nc1ccc(S(=O)(=O)Nc2c(C)nn(-c3ccccc3)c2C)cc1	2.5%	4.5%	-13.3%	55.2%	-7.4%	1.4%	18.5%	3.1%	-3.1%	-39.4%	4.6
COc1ccc2c(=O)c(C(=O)NCCc3ccc(OC)c(OC)c3)c[nH]c2c1	0.2%	-4.2%	-1.3%	-23.0%	0.0%	1.7%	-12.1%	-7.7%	-1.7%	3.2%	-15.9
COc1ccc2[nH]cc(/C=C(/C#N)S(=O)(=O)c3ccccc3)c2c1	7.2%	-3.3%	?	7.08µM*	-2.0%	-4.2%	?	-2.2%	2.0%	2.7%	3.6
CSc1ccccc1C(=O)C1CCCN(C(=O)CCN2CCCO2)C1 (stereo not drawn)	-0.8%	-0.6%	2.3%	1.8%	2.0%	-1.4%	-3.0%	5.6%	16.0%	-3.0%	-15.5
Nc1ccc(NC(=S)Nc2ccccc2)cc1	-1.8%	-0.5%	1.8%	-25.5%	7.0%	18.6%	?	-5.5%	?	-15.4%	-6.7
CCc1ccccc1NC(=O)Nn1cnnc1	2.0%	-3.6%	-0.7%	-10.0%	6.2%	-1.8%	/	-2.0%	-4.6%[1.84 µM]	6.3%	4.3
CCCOc1c(OC)cc(Cl)cc1C1NC(=O)NC(C)=C1C(=O)NCc1ccccc1 (stereo not drawn)	0.5%	0.1%	7.5%	?	1.3%	-1.4%	-13.8%	0.4%	9.2%	-16.1%	-14.1
Cc1ccc(Cl)cc1NC(=O)C1CCCN(S(=O)(=O)c2c(C)noc2C)C1 (stereo not drawn)	14.7%	62.5%	-8.0%	30.4%	/	-5.2%	-0.3%	-2.0%	7.5%	-33.4%	4.6
Cc1ccc(C)c(-n2c3nc(=O)n(C)c(=O)c-3cc3ccccc32)c1	4.8%	-3.2%	-2.3%	43.0%	0.0%	7.5%	/	1.7%	1.1%	-10.5%	-13.2
COc1ccccc1OCCOCCn1cnc2ccccc2c1=O	-18.7%	8.2%	1.4%	32.4%	4.3%	1.8%	-9.5%	4.6%	1.1%	1.0%	-10.2
SMILES	PKM2 act	p53 reactivation	Gal4-VP16 FLuc	RORgamma inh	ELG1 genotoxic	NPC1 prom act	Menin-MLL TR inh	FLuc modulator	Rab9 prom act	BRCA1 expr act	Giardia killer
C=CCNC(=O)CSc1nc2sc(C)c(C)c2c(=O)[nH]1	1.0%	5.3%	-3.6%	-5.8%	0.4%	-2.1%	-11.0%	-2.3%	-4.1%	-4.1%	-16.7
Cc1ccc2c(c1)c(N=O)c(O)n2Cc1ccc(Cl)cc1	-4.4%	-3.5%	?	?	-2.8%	-3.4%	?	2.6%	-8.9%	-0.7%	17.7
CC1Cc2ccccc2N1C(=O)Cn1c(=O)cc(O)c2ccccc21 (stereo not drawn)	4.4%	-2.8%	-6.2%	-0.2%	-3.8%	-7.7%	23.5%	5.5%	0.1%	-38.0%	5.8
COC(=O)c1ccc(C2C(C#N)=C(C)NC3=C2C(=O)CC(C)(C)C3)cc1 (stereo not drawn)	-4.2%	5.0%	-4.3%	34.4%	-4.0%	1.2%	2.9%	-1.3%	6.9%	-1.2%	8.0
CC(Sc1nnc(-c2ccc(OC(F)F)cc2)n1N)C(=O)NCC1CCCO1 (stereo not drawn)	/	-5.0%	/	/	-0.5%	-0.1%	/	2.9%	-0.8%	0.8%	1.7
Cc1ccc(S(=O)(=O)N2CCOC2CNC(=O)C(=O)NCc2ccncc2)cc1 (stereo not drawn)	-1.9%	-1.0%	-7.3%	2.9%	-1.7%	2.1%	/	-2.6%	0.3%	-8.1%	-1.5
COC(=O)c1nn(-c2ccccc2)c(Cl)c1/C=N/OCc1ccc(Cl)cc1Cl	-0.3%	-3.5%	-9.3%	-0.8%	9.4%	-5.0%	10.6%	?	-4.1%	-23.8%	19.5
COc1ccc(C2C(C(=O)O)CCC(=O)N2c2ccc(OC)cc2)cc1 (stereo not drawn)	1.6%	1.7%	-1.7%	7.3%	1.0%	0.0%	9.2%	1.0%	-6.3%	15.5%	19.4
COc1ccc2oc(=O)c(NC(=O)C3CCCCC3)cc2c1	0.2%	2.2%	-0.2%	0.4%	9.6%	15.1%	?	-2.3%	17.8%	10.1%	-0.6
CCOC(=O)N1CCN(CC(O)COc2ccc(OC)cc2C(C)(C)C)CC1 (stereo not drawn)	-2.9%	-8.0%	2.4%	25.5%	-2.9%	-1.7%	-0.5%	-0.4%	-3.9%	0.6%	20.3

Two successive compounds from above:
SMILES	PKM2 act	p53 reactivation	Gal4-VP16 FLuc	RORgamma inh	ELG1 genotoxic	NPC1 prom act	Menin-MLL TR inh	FLuc modulator	Rab9 prom act	BRCA1 expr act	Giardia killer
COc1ccc2oc(=O)c(NC(=O)C3CCCCC3)cc2c1	0.2%	2.2%	-0.2%	0.4%	9.6%	15.1%	?	-2.3%	17.8%	10.1%	-0.6
CCOC(=O)N1CCN(CC(O)COc2ccc(OC)cc2C(C)(C)C)CC1 (stereo not drawn)	-2.9%	-8.0%	2.4%	25.5%	-2.9%	-1.7%	-0.5%	-0.4%	-3.9%	0.6%	20.3

The list is partial; count on the stated rates, not on these rows.
